# NS5 inhibitors = flavivirus cap methylation enzyme inhibition – biochemical, confirmation dose response, primary screen (AID 588689); Dengue-2 NS5 methyltransferase capping enzyme assay, biochemical; higher % means a stronger effect; inhibition, % at 25 µM, or IC50 in µM where a hit was titrated; actives 0.3% (n = 340,000); in the data active means a potency from the dose series; inconclusive means inhibition above about 29% without an active follow-up result
# RSV CPE inhibition = inhibition of RSV-induced cytopathic effect – HEp-2 cells, primary 10 µM value included (AID 2391); HEp-2 cells, RSV-induced CPE inhibition; higher % means a stronger effect; CPE inhibition, % at 10 µM, or IC50 in µM where a hit was titrated; actives 0.13% (n = 310,000); in the data active means a potency from the dose series; inconclusive means CPE inhibition mostly from about 23% at the one dose, without a potency; inactive means the rest, 99 in 100 with CPE inhibition below about 21%; further: strong numbers were not always called active
# SIAH1 antagonists = Siah-1 peptide-binding antagonists, primary screen, biochemical, fluorescence polarization, rhodamine-plectin, uHTS (AID 1817); Siah-1 / rhodamine-plectin peptide fluorescence polarization; higher % means a stronger effect; displacement, % at 20 µM, or IC50 in µM where a hit was titrated; actives 0.02% (n = 290,000);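 active means displacement of at least 50% at 20 µM, with a fluorescence ratio check between 0.3 and a set limit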;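 further: plate controls were Siah plus tracer with DMSO for no effect and tracer alone without Siah for full effect; strong numbers were not always called active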
# NTR1 ag = agonists of NTR1, primary screen, imaging, U2OS cells, beta-arrestin-GFP, high content (AID 493036); P30989; NTR1-U2OS beta-arrestin-GFP spot imaging, agonist mode; activation, % at 20 µM; actives 0.17% (n = 330,000);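 active means activation at or above 40% of the spot to cytoplasm intensity ratio, with at least 20 cells analyzed; inconclusive means wells under 20 cells, flagged as cytotoxic or low count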;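 further: 0% = DMSO without peptide and 100% = 100 nM NTR1 peptide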
# Target sequence (P30989 whole entry, looked up): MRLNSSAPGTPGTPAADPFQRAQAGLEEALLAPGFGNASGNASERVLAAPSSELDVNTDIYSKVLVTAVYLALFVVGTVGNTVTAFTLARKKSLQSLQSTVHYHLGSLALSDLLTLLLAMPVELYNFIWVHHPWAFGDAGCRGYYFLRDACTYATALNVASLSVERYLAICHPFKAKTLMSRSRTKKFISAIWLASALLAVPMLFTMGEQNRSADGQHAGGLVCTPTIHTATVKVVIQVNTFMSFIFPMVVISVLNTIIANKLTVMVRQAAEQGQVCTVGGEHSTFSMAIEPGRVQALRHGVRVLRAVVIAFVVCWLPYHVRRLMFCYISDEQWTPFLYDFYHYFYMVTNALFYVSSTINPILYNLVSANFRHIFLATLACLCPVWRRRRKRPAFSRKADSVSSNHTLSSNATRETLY
# MgcRacGAP inhibition = MgcRacGAP GTPase-activating activity inhibitors, confirmation, biochemical, ADP Hunter fluorescence; actives 0.6% (n = 340,000); inhibition, % at 30 µM; hits with a dose series show IC50 in µM; MgcRacGAP-stimulated Rac1 GTP hydrolysis, ADP Hunter fluorescence; higher % means a stronger effect; GST-tagged Rac1 F28L mutant substrate; AID 624330;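 active means first-screen hits whose inhibition reached a set limit at any dose in the follow-up dose series; inconclusive means inhibition above the set first-screen limit but never retested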;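 further: fluorescence reports GDP produced by GAP-driven GTP hydrolysis; strong numbers were not always called active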
# West Nile virus CPE = West Nile virus antiviral activity, cell-based, CPE readout (AID 1621) | West Nile virus-infected cells, CPE inhibition; higher % means a stronger effect | CPE inhibition, % at 10 µM; hits with a dose series show IC50 in µM | actives 0.02% (n = 290,000); in the data active means a potency from the dose series; inconclusive means CPE inhibition mostly from about 3.7% at the one dose, without a potency; inactive means the rest, 99 in 100 with CPE inhibition below about 2.2%; further: strong numbers were not always called active
# UTI89 phage lysis = protection from phage-mediated lysis, alamar blue read-out – E. coli UTI89, K1F phage, bacterial capsule biogenesis inhibitors (AID 488966); E. coli UTI89 K1F phage lysis, alamar blue, 2 h; higher % means a stronger effect; inhibition, % at 100 µM; hits with a dose series show IC50 in µM; actives 0.02% (n = 340,000);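 active means phage lysis inhibition, versus mean bacterial control, above a set limit; inconclusive means no clear call, values can overlap the other calls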;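 further: capsule biogenesis inhibitors block K1F phage lysis so surviving cells raise fluorescence; higher fluorescence means more inhibition of phage lysis; actives were called in the ten point dose series up to 300 µM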
# Large T inhibition = TAg ATPase/helicase activity blockers – biochemical (AID 1903) | SV40 large T antigen ATPase/helicase inhibition assay; higher % means a stronger effect | one-dose inhibition, % at 20 µM; IC50 in µM for titrated hits | actives 0.39% (n = 310,000); in the data active means a potency from the dose series; inconclusive means inhibition mostly from about 32% at the one dose, without a potency; inactive means the rest, 99 in 100 with inhibition below about 32%; further: strong numbers were not always called active
# AID2073 = disruptors of CaV2.2 binding to Mint1 – biochemical, HTRF (AID 2073). actives 0.19% (n = 290,000). HTRF protein-protein interaction, Mint1-CaV2.2; higher % means a stronger effect. one-dose inhibition, % at 20 µM; IC50 in µM for titrated hits; in the data active means inhibition mostly above about 51%, no sharp cut-off; inconclusive means no clear call, values can overlap the other calls; inactive means mostly below about 53%; further: some results filed as inactive read as strong as hits
# NTR1 ag cell count 20 µM = second read-out of NTR1 ag, no call of its own (marks repeat the call); cell count; measured here: cell count, cytotoxicity flag
# NS5 inhibitors pilot replicate = second read-out of NS5 inhibitors, no call of its own (marks repeat the call); inhibition, %; measured here: pilot screen replicate inhibition
# Active calls of the source: *; i = inactive; ? = inconclusive; nt = not tested or not shown; [ ] = dose if it differs, or a comment.
SMILES,NS5 inhibitors,RSV CPE inhibition,SIAH1 antagonists,NTR1 ag,NTR1 ag cell count 20 µM,MgcRacGAP inhibition,West Nile virus CPE,UTI89 phage lysis,Large T inhibition,AID2073,others
CC(CCc1ccccc1)NC(=O)CN1CCOc2ccccc21 (stereo not drawn),1.4%,-0.3%,nt,-2.4,48,15.8%,-0.4%,0.8%,nt,nt,
COc1ccccc1NC(=O)C1CCCCN1S(=O)(=O)c1ccc(F)cc1 (stereo not drawn),-8.9%,0.9%,-1.3%,-3.8,87,4.5%,-0.6%,0.1%,0.9%,1.6%,NS5 inhibitors pilot replicate=-6.7
Cn1c(=O)c2c(SCC(=O)Nc3cccc(F)c3)nc(-c3ccco3)nc2n(C)c1=O,-2.7%,2.0%,4.9%,4.0,63,5.8%,?,0.2%,7.7%,14.3%,
COc1ccc(S(=O)(=O)c2ccc(O)cc2)cc1,3.2%,3.4%,-4.8%,-2.6,90,7.9%,0.2%,0.1%,5.1%,0.2%,
COc1ccc(-c2c(C#N)c(N)n(N)c(=O)c2C#N)cc1Cl,4.6%,3.7%,3.5%,-1.8,70,5.5%,-0.1%,0.2%,3.3%,12.1%,
COc1ccc(S(=O)(=O)N2CCOC2CNC(=O)C(=O)NCc2ccncc2)cc1 (stereo not drawn),3.2%,2.1%,2.8%,-0.3,65,2.8%,0.8%,1.5%[50 µM],26.5%,6.4%,
O=C(COC(=O)CCN1C(=O)c2cccc([N+](=O)[O-])c2C1=O)NC1CCS(=O)(=O)C1 (stereo not drawn),-6.7%,3.2%,1.2%,0.0,48,3.2%,-0.2%,3.1%,4.5%,0.4%,
CN(CC1CCCN(CCc2cccc(C(F)(F)F)c2)C1)C(=O)c1cc2ccccc2o1 (stereo not drawn),-14.8%,nt,0.8%,5.4,57,1.7%,-0.6%,-0.1%,nt,-2.4%,
O=C(O)CCC(=O)Nc1ccc(/C=C/C(=O)C2CC2)cc1,-3.6%,-2.1%,-6.5%,-0.3,54,10.7%,0.0%,-0.7%,8.1%,-6.2%,
Cc1coc2c(C)c3oc(=O)c(CCC(=O)NCCCn4ccnc4)c(C)c3cc12,-5.6%,-0.6%,-3.7%,3.7,76,6.1%,-1.2%,-0.2%,12.2%,12.5%,
COC(=O)CN1C(=O)[C@H]2[C@@H](c3ccc(C)o3)N3C(=O)CN(CC4CC4)C(=O)[C@@]3(C)[C@H]2C1=O,-10.4%,0.3%,2.8%,-2.7,105,4.3%,-0.9%,-0.6%,19.7%,46.4%,
CCCCOP(=O)(c1ccc(N(C)C)cc1)C(O)c1cc(OC)ccc1OC (stereo not drawn),-3.3%,1.4%,-1.7%,-0.2,98,nt,-0.5%,-1.1%[50 µM],5.7%,3.4%,
CC(C)Cn1cnc2c1c(=O)[nH]c(=O)n2Cc1ccccc1,-8.8%,1.0%,2.1%,0.0,99,6.0%,-0.6%,-0.1%,31.9%,17.2%,
O=C(CSc1cccc[n+]1[O-])c1ccc(Cl)s1,0.7%,-1.2%,5.0%,2.9,65,1.8%,0.4%,1.6%,12.2%,-7.0%,
CC(=O)Nc1cc2c3c(c1)CC(=O)N3CCC2,5.3%,6.4%,0.7%,-0.8,61,9.4%,0.3%,0.3%,nt,4.0%,
O=C(CCN1C(=O)/C(=C/c2cccs2)SC1=S)Nc1ccc(C(=O)O)cc1,-19.6%,-0.1%,-1.5%,-1.7,36,4.0%,-0.4%,0.0%,9.6%,0.1%,
CCCCC[C@H]1CN(C2CCCCC2)C(=O)[C@@H]1CC(=O)NCc1ccc(OC)cc1,0.8%,0.0%,-0.3%,-1.2,65,7.4%,-1.7%,0.7%,19.6%,8.3%,
COc1ccccc1CCC(=O)NNC(=O)c1ccncc1,-0.7%,-1.2%,nt,0.8,58,0.7%,nt,1.7%[50 µM],15.9%,nt,
CCOc1ccc(NC(=O)C2CCN(S(=O)(=O)c3ccc4c(c3)NC(=O)C(C)S4)CC2)cc1 (stereo not drawn),1.7%,5.3%,3.4%,5.9,53,-8.4%,0.7%,0.3%,3.6%,1.0%,
Cc1ccc2nc(NC(=O)COC(=O)c3ccccn3)sc2c1,-6.0%,8.7%,9.1%,-0.8,52,10.8%,0.3%,0.1%,9.8%,12.2%,
Cc1ccc(N2CC(NC(=O)C(=O)c3c(C)[nH]c4ccccc34)CC2=O)cc1 (stereo not drawn),-1.5%,2.6%,nt,0.1,38,6.3%,nt,0.6%[50 µM],7.1%,nt,
COC(=O)c1ccccc1NC(=O)c1ccccc1NS(C)(=O)=O,-2.7%,0.9%,2.2%,-1.1,40,3.4%,-0.2%,4.4%,-5.0%,14.2%,
CCNC(=O)COC(=O)c1cc(S(=O)(=O)N2CCCCC2)ccc1C,-4.8%,0.1%,0.7%,-1.0,72,7.7%,0.2%,0.0%,16.0%,5.6%,
CCn1ccnc1CN1CCN(CC=C(C)C)C(CCO)C1 (stereo not drawn),-5.4%,0.4%,2.0%,-0.9,76,3.2%,0.1%,1.1%,8.1%,27.5%,
CSc1ccc(S(=O)(=O)N2CCC(C(=O)Nc3cccnc3)CC2)cc1,-0.9%,0.4%,7.6%,-0.6,48,-2.8%,-0.4%,-0.1%,5.2%,1.6%,

# Next results follow.
SMILES,NS5 inhibitors,RSV CPE inhibition,SIAH1 antagonists,NTR1 ag,NTR1 ag cell count 20 µM,MgcRacGAP inhibition,West Nile virus CPE,UTI89 phage lysis,Large T inhibition,AID2073,others
NC(=O)c1oc2ccccc2c1NC(=O)c1ccc([N+](=O)[O-])o1,-5.0%,4.9%,4.2%,0.0,44,4.9%,0.9%,0.9%,4.6%,10.3%,
CCN(CC)S(=O)(=O)c1ccc2c(c1)c(=O)c(C(=O)NCCCN(C)c1ccccc1)cn2C,-1.9%,1.1%,-0.5%,3.3,80,10.8%,-0.5%,0.0%,8.4%,16.1%,
COc1ccc(CN2CCNC(=O)C2CC(=O)NC2CCCC2)cc1OC (stereo not drawn),1.3%,0.2%,-3.8%,0.4,65,-3.0%,0.7%,-0.2%,7.1%,8.3%,
O=C(NCCCN1CCCC1=O)C1CCN(S(=O)(=O)c2ccc(Cl)cc2)CC1,5.5%,0.9%,nt,-1.8,68,2.3%,nt,1.1%[50 µM],nt,nt,
O=C(CCCCCCCCCCC(=O)NCc1cccnc1)NCc1cccnc1,-2.3%,nt,2.9%,-0.2,36,7.2%,0.3%,2.0%,8.9%,-3.1%,
CNC(=O)COC(=O)c1cc(-c2ccccc2)nn1-c1ccccc1,-3.0%,1.8%,-4.2%,-0.5,51,3.5%,0.5%,0.1%,15.2%,0.1%,
COc1ccc(-n2nc(C(=O)NCC(=O)N3CCN(c4ccccc4)CC3)c3ccccc3c2=O)cc1OC,-0.8%,1.8%,-3.7%,-0.2,62,4.8%,0.9%,0.0%,4.0%,-2.4%,
O=C(COC(=O)c1ccccc1Br)NCC1CCCO1 (stereo not drawn),6.2%,nt,nt,1.1,51,5.0%,nt,0.9%[50 µM],nt,nt,
Cc1cccc(C)c1N1C(=O)c2ccccc2C1=O,1.7%,4.7%,12.4%,1.1,64,3.5%,0.3%,2.9%,19.0%,-9.2%,
CCn1c(SCC(=O)Nc2cccc(NC(=O)c3cccs3)c2)nnc1-c1ccncc1,-8.2%,0.8%,3.2%,0.7,52,9.7%,0.5%,1.1%,-9.0%,13.1%,
Cc1ccc(S(=O)(=O)N(CC(=O)N2CCC(C)CC2)c2ccccc2)cc1,nt,1.2%,-10.0%,3.4,27,3.5%,-1.2%,0.6%,6.1%,-7.7%,
O=C(O)c1ccc(N=Nc2c(O)[nH]c3ccc(Br)cc23)cc1,-10.6%,1.4%,6.9%,1.6,98,5.2%,2.4%,-0.2%,10.7%,-0.1%,
O=C(Nc1nc2c(Cl)ccc(Cl)c2s1)c1ccco1,-4.2%,-0.4%,-2.5%,3.1,69,4.0%,0.4%,-0.3%,4.6%,22.2%,
O=C(NCC1CCCO1)c1ccc(NC(=O)c2cc(F)c(F)cc2Cl)cc1 (stereo not drawn),-8.0%,2.8%,-3.4%,1.0,43,-6.4%,-0.4%,0.0%,9.1%,13.5%,
O=C(CSc1nc2cc(Cl)ccc2s1)NC(=O)NCc1ccco1,-0.7%,-0.3%,-1.0%,0.5,48,21.1%,-0.6%,0.2%,16.0%,13.4%,
COc1ccc2c(c1)SCC(=O)N2C,4.7%,2.3%,2.3%,0.3,82,4.5%,0.6%,-0.1%,1.0%,0.7%,NS5 inhibitors pilot replicate=-3.6
CC1CCCCC1NC(=O)c1ccc(CNc2c(N3CCCC3)c(=O)c2=O)cc1 (stereo not drawn),-1.4%,0.5%,2.5%,-2.1,61,11.5%,0.0%,i,0.4%,-0.5%,
Cc1ccccc1-c1nnc(SCC(=O)N(CC(C)C)c2c(N)n(CC(C)C)c(=O)[nH]c2=O)n1C,-2.9%,-1.6%,0.9%,0.9,62,3.8%,0.2%,-0.1%,7.5%,4.5%,
C#CCOCCOCCOCCNc1nc(N2CCOCC2)nc(N2CCN(C(=O)[C@H](CCCCN)n3cc([C@@H](N)CO)nn3)CC2)n1,-4.8%,0.5%,-0.6%,-1.5,106,1.8%,1.1%,0.7%,2.7%,7.7%,
O=C1C2C3C=CC(C3)C2C(=O)N1c1ccc(-c2nc3ccccc3c(=O)o2)cc1 (stereo not drawn),-4.4%,0.6%,6.3%,-0.3,92,9.3%,-0.3%,0.1%,10.3%,-1.2%,
O=C(CN1CCOCC1)Nc1ccc(S(=O)(=O)N2CCCCCC2)cc1,-2.4%,5.9%,0.7%,-0.7,90,-3.8%,0.0%,-0.5%,4.5%,-2.8%,
CC(C)[C@H](NC(=O)NCc1ccco1)C(=O)O,-1.1%,0.7%,4.2%,1.2,43,3.9%,-0.1%,0.3%,-1.1%,1.3%,
Cn1cc(Cl)c(C(=O)N(Cc2ccccc2)c2ccccn2)n1,-0.7%,0.9%,-4.9%,3.6,76,5.0%,-0.2%,0.3%,nt,-1.2%,
Cc1ccc(C(=O)Cn2nc(C(=O)O)c3ccccc3c2=O)cc1C,-5.3%,1.6%,0.7%,0.2,76,-0.5%,0.2%,0.1%,7.8%,-5.2%,
COC(=O)c1cc(S(=O)(=O)Nc2cc(S(=O)(=O)N(C)C)ccc2C)oc1C,-2.3%,0.8%,-4.0%,-0.7,48,4.7%,0.2%,0.5%,8.1%,-7.9%,
Cc1ccc(-n2c(SCC(=O)NCCC3=CCCCC3)nc3n[nH]c(C)c3c2=N)cc1Cl,-0.9%,7.1%,49.9%,18.9,51,11.4%,-0.5%,0.4%,6.6%,45.0%,
Cc1nc(SCc2cccc(C(=O)O)c2)nc2c1CCCC2,0.7%,0.8%,5.7%,1.4,55,4.4%,0.4%,-1.1%,8.9%,16.1%,
